POLK inh: DNA polymerase kappa (human) inhibition. hit rate 0.53% among 400,000. Potency, µM (top dose mostly 107 µM), without a hit: at the highest dose activity, negative = inhibition, most hits filed as inhibitors. Q9UBT6. purified Pol kappa, fluorescent DNA synthesis assay, 10 min; note: % is set by controls: 0 for no effect and ±100 for the full control effect
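Inhibition of 10 nM Pol kappa is measured by a fluorescent read-out at 0 and 10 min following addition of 50 nM substrate (final), with a 15-min room-temperature compound preincubation.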
APE1 inh: APE1 (human) endonuclease inhibition. hit rate 0.35% among 350,000. recombinant APE1, TAMRA/BHQ-2 abasic DNA cleavage fluorescence. Potency, µM (top dose mostly 65.8 µM), for the others: at the highest dose activity change, negative = inhibition, hits mostly inhibitors. P27695. AID 2517;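 note: plate controls were vehicle for no effect and reference inhibitor for full effect; nearly all actives have a fitted effect of over 55% in size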
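Endonuclease cleavage of a quenched abasic-site DNA duplex (50 nM) by APE1 (0.75 nM) was tracked by TAMRA dequenching. Compounds were preincubated with enzyme 15 min at room temperature; data normalized to buffer-only and DMSO wells plus NSC13755 control.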
Pol iota inh: inhibitors of human DNA polymerase iota; Pol iota fluorescent replication assay, 10 min; Q9UNA4; Potency, µM (top dose mostly 115 µM), inactives show top-dose activity, negative = inhibition, actives largely listed as inhibitors; hit rate 1% among 390,000
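Fluorescent replication assay read twice, at 0 min and 10 min after adding 50 nM (final) substrate. Enzyme (10 nM) and compounds were first incubated 15 min at room temperature; enzyme-free buffer wells were negative controls.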
G9a inh: blocks human histone lysine methyltransferase G9a; hit rate 8.8% among 350,000; Potency, µM (top dose mostly 102 µM), for the others: top-dose activity, negative = inhibition, hits mostly inhibitors; Q96KQ7; G9a H3K9 monomethylation, AlphaScreen, 2 h; note: % is set by controls: 0 for no effect and ±100 for the full control effect; nearly all actives have a fitted effect of over 75% in size
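Step 1: enzyme (final 20 nM) with compound, 15 min RT. Step 2: substrate peptide 500 nM and SAM 20 uM, 2 h RT. Step 3: anti-H3K9me1 antibody and AlphaScreen beads, 10 min, then plate read.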
BAZ2B inh: inhibitors of human BAZ2B bromodomain; Q9UIF8; AlphaScreen BAZ2B-H3K14Ac peptide displacement; Potency, µM (doses to about 114 µM), without a hit: at the highest dose activity change, negative = inhibition, hits mostly inhibitors; hit rate 4.4% among 360,000; note: % is set by controls: 0 for no effect and ±100 for the full control effect; nearly all actives have a fitted effect of over 60% in size
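AlphaScreen displacement of biotin-H3(5-23)K14Ac peptide (50 nM final) from BAZ2B (50 nM final) in PBS pH 7.4, 0.01% Tween-20; complex preformed 30 min RT, then compounds (top 110 uM) 30 min RT, beads 20 min dark.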
JMJD2A Tudor inh: inhibitors of human JMJD2A Tudor domain | AlphaScreen JMJD2A-Tudor / H3K4me3 peptide binding | AID 504339 | Potency, µM (top dose mostly 114 µM), without a hit: top-dose activity change, negative = inhibition, most hits filed as inhibitors | hit rate 4.4% among 390,000; note: % is set by controls: 0 for no effect and ±100 for the full control effect; nearly all actives have a fitted effect of over 50% in size
Pol beta inh: inhibitors of human DNA polymerase beta | P06746 | Pol beta primer extension/strand displacement, fluorescence kinetic | Potency, µM (top dose mostly 114 µM), without a hit: at the highest dose activity change, negative = inhibition, most hits filed as inhibitors | hit rate 1.3% among 340,000 | AID 485314; note: % is set by controls: 0 for no effect and ±100 for the full control effect
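Preincubation: enzyme (10 nM) with compound, 15 min, RT. Reaction: substrate added to 50 nM final. Reads: 0 and 10 min. Analysis: normalized, Hill fit.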
BLM helicase inh: inhibitors of human Bloom syndrome helicase BLM. AID 2528. recombinant BLM DNA unwinding, fluorescence dequenching. hit rate 0.2% among 350,000. Potency, µM (series often up to 56.1 µM), without a hit: at the top dose activity change, negative = inhibition, actives largely listed as inhibitors;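 note: plate controls were vehicle for no effect and no enzyme for full effect; nearly all actives have a fitted effect of over 35% in size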
Pol eta inh: inhibitors of human DNA polymerase eta; Q9Y253; AID 588591; hit rate 1.2% among 390,000; Potency, µM (titrated, usually from 114 µM), inactives show at the highest dose activity change, negative = inhibition, usual class: inhibitors; recombinant Pol eta, fluorescent DNA replication assay; note: % is set by controls: 0 for no effect and ±100 for the full control effect
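Pol eta (10 nM) was preincubated with compounds for 15 min at room temperature, after which fluorescent replication substrate (50 nM final) was added to start the reaction. Fluorescence was read kinetically at 0 and 10 min.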
Active calls of the source: *; ? = inconclusive; nt = not tested or not shown; [ ] = dose if it differs, or a comment. Calls come from the whole dose curve; as a rule, active = well fitted curve in the direction sought with a large enough effect; inconclusive = small, poorly fitted or top-dose-only effect, or another doubt; inactive = no such curve, though single readings can be large; an effect the other way counts as inactive or inconclusive. Potency is the fitted concentration of half-maximal effect. An excerpt; count on the stated rates, not on these rows.

Results follow in this order: POLK inh	APE1 inh	Pol iota inh	G9a inh	BAZ2B inh	JMJD2A Tudor inh	Pol beta inh	BLM helicase inh	Pol eta inh
CC(C)(C)OC(=O)NN1CC(=O)N2Cc3ccccc3C[C@@H]2C1=O
→ 19%	2%	4%	-7%	-2%	3%	3%	-3%	-9%
O=C(CNC(=O)c1cccc(F)c1)OCc1cc(=O)n2cc(Br)ccc2n1
→ 4%	?	9%	-6%[59 µM]	-10%	-11%	26%	1%	-12%
Cc1nc(SCc2ccc(Cl)cc2)ncc1C(=O)O
→ 5%	-4%	64%[activator]	-3%	-11%	-8%	10%	1%	-20%
CCOc1ccc(-c2nnc(NC(=O)c3ccc(OCC(C)C)c(OC)c3)o2)cc1
→ -1%	?	-8%	21%[0.501 µM]	13%	5%	33%	-8%	-7%
CC(NC(=O)C(=O)NN=C1CCCCCCC1)c1ccccc1 (stereo unspecified)
→ -12%	-4%	7%	nt	-1%	-2%	20%	-1%	7%
NC(=S)NN=C1c2cc(OCCN3CCOCC3)ccc2-c2ccc(OCCN3CCOCC3)cc21
→ ?	-36%	26%	32µM*	40µM*	?	2%	57%[activator]	-16%
CC(Sc1nc2ccccc2c(=O)n1C)C(=O)N(C)C1CCCCC1 (stereo unspecified)
→ -13%	10%	24%	-3%[0.501 µM]	7%	-25%	nt	nt	-9%
O=C(OCC(=O)N1CCC(Cc2ccccc2)CC1)c1ccc[nH]c1=O
→ -3%	16%	18%	12%[59 µM]	0%	-4%	0%	0%	-11%
CCn1nnnc1SCC(=O)N1N=C(c2cccs2)CC1c1cccs1 (stereo unspecified)
→ -4%	51%	16%	?	-3%	-1%	nt	nt	-22%
CCn1c(=O)c(C(=O)Nc2ccccn2)c(O)c2ccccc21
→ -7%	3%	28%	18%	-16%	-13%	1%	0%	-11%
Clc1ccc(-n2nnnc2CN2CCOCC2)cc1Cl
→ -8%	0%	14%	18%[59 µM]	9%	-11%	2%	5%	-11%
O=C(CNc1cc(S(=O)(=O)N2CCOCC2)ccc1N1CCCC1)NCc1ccco1
→ 3%	14%	32%[activator]	?	nt	-6%	7%	-1%	-17%
CCOC(=O)c1cc2cc(-c3c(C(=O)OCC)oc4cc(O)cc(O)c4c3=O)ccc2o1
→ -9%	-9%	28%	?	?	?	-1%	-14%	-25%
COc1ccc(C)c2sc(NC(=O)c3ccc(S(=O)(=O)N(C)C)cc3)nc12
→ -2%[60.1 µM]	nt	10%	7%[59 µM]	7%	-1%	24%	-7%	-16%
O=C(CNC(=O)c1ccco1)OCc1c(F)cccc1Cl
→ -12%	2%	11%	25%	-5%[57.1 µM]	-7%	-6%	-8%	-7%
Cc1nnc(NC(=O)CSc2nccn2-c2cccc(Cl)c2)s1
→ -11%[60.1 µM]	nt	14%	1%[59 µM]	-11%	-20%	1%	-1%	-7%
COc1cc(C(=O)NCCc2ccc(F)cc2)ccc1OCC(=O)N1CCOCC1
→ -7%	15%	14%	-28%	-22%	-12%	nt	nt	-6%
Cc1cccc(N2CCN(C(=O)NCc3ccc(Cl)cc3)CC2)c1
→ 0%	7%	-2%	-20%[59 µM]	8%	-25%	3%	70%[activator]	0%
COc1c(Cl)cc(C(=O)NN)cc1Cl
→ -6%	-1%	55%[activator]	nt	4%	-4%	-1%	-5%	0%
COc1ccc(N2CCN(CCNC(=O)C3CCN(S(=O)(=O)c4cccs4)CC3)CC2)cc1
→ -10%	-2%	30%	?	-30%	-25%	-1%	0%	1%
N#Cc1cccc2cccc(S(=O)(=O)N3CCOCC3)c12
→ -1%	22%	33%[activator]	-4%[12.7 µM]	2%	-2%	nt	nt	-18%
COc1ccc(C2=Nn3c(nnc3-c3ccco3)SC2)cc1OC
→ -4%	-9%	6%	-17%[59 µM]	20%	8%	-2%	3%	-2%
COc1ccccc1CNC(=O)CCCc1nnc2n(CC(C)C)c(=O)c3sccc3n12
→ 3%	nt	28%	24%[59 µM]	15%	23%	3%	-3%	-17%
COc1ccc(C(O)c2nccn2C)cc1 (stereo unspecified)
→ -9%	5%	-7%	?	7%	-24%	9%	0%	-3%
c1ccc(CNc2ccc(CNc3ncn[nH]3)cc2)cc1
→ 0%	1%	-2%	-11%[59 µM]	-37%	-33%	0%	1%	-20%
Cc1ccccc1COC[C@H](CC(C)C)N1CCN(C(=O)c2cccc(C(F)(F)F)c2)CCC1=O
→ -4%	-8%	-9%	-2%	-2%	-11%	-19%	-10%	-18%
CC1(C)CCCC2=C1CC1C(=O)N(c3ccccc3)C(=O)C1C2 (stereo unspecified)
→ -13%	2%	-6%	4%	5%	-4%	12%	-3%	-10%
COc1ccc(CCNC(=O)[C@@H](NC(=O)c2ccccc2F)C(C)C)cc1OC
→ -14%	-2%	183%[activator]	3%	-4%	5%	13%	2%	-22%
C=CCN1C(=O)C2(OCCO2)c2cc(C)ccc21
→ 8%	40%	77%[activator]	-4%	-12%	4%	-21%	-4%	-15%
O=C(Cn1ccn(-c2ccc(F)cc2)c(=O)c1=O)Nc1ccc(F)cc1
→ -9%	nt	28%	3%[59 µM]	-2%	-1%	0%	-1%	-1%

Some of these compounds in order of number of heavy atoms, descending.
Results follow in this order: POLK inh	APE1 inh	Pol iota inh	G9a inh	BAZ2B inh	JMJD2A Tudor inh	Pol beta inh	BLM helicase inh	Pol eta inh
COc1ccc(N2CCN(CCNC(=O)C3CCN(S(=O)(=O)c4cccs4)CC3)CC2)cc1
→ -10%	-2%	30%	?	-30%	-25%	-1%	0%	1%
COc1ccc(CCNC(=O)[C@@H](NC(=O)c2ccccc2F)C(C)C)cc1OC
→ -14%	-2%	183%[activator]	3%	-4%	5%	13%	2%	-22%
Cc1nc(SCc2ccc(Cl)cc2)ncc1C(=O)O
→ 5%	-4%	64%[activator]	-3%	-11%	-8%	10%	1%	-20%

The results go on:
Results follow in this order: POLK inh	APE1 inh	Pol iota inh	G9a inh	BAZ2B inh	JMJD2A Tudor inh	Pol beta inh	BLM helicase inh	Pol eta inh
COC(=O)[C@@]1(C)[C@H]2C(=O)N(C)C(=O)[C@H]2[C@H]2CN=C(SCc3ccc(Cl)cc3)N21
→ -6%	-2%	-16%	nt	nt	?	nt	nt	-4%
Cc1nc(N/N=C/c2ccc(O)cc2O)cc(N2CCOCC2)n1
→ -1%	6%	6%	21%	45µM*	79µM*	?	-10%	-34%
CS(=O)(=O)Nc1cccc(C2=NN(C(=O)c3ccc(F)cc3)C(c3cccs3)C2)c1 (stereo unspecified)
→ -14%	-12%	6%	12%	?	-20%	24%	-12%	-10%
O=C(NCCN1CCOCC1)C(=O)NCC1CCCO1 (stereo unspecified)
→ -17%	-1%	41%[activator]	55%[activator][59 µM]	36%[activator]	-4%	25%	-5%	-15%
Cc1cnc(N=Nc2ccccc2)[nH]1
→ -4%	nt	-5%	nt	nt	?	nt	nt	-16%
Cc1ccc(NC(=O)CCNS(=O)(=O)c2ccc3[nH]c(=O)oc3c2)cc1
→ -10%	58%[activator]	-7%	-7%	-17%	-2%	-6%	0%	-10%
Nc1nc(SCC(=O)Nc2ccccc2C(F)(F)F)[nH]c(=O)c1-c1ccccc1
→ 8%	1%	76%[activator]	16%	-14%	-14%	2%	-6%	-8%
COc1cccc(-n2c(-c3cccc(S(=O)(=O)N(C)C)c3)n[nH]c2=S)c1
→ -2%	-3%	153%[activator]	2.5µM*	nt	8.9µM*	10%	1%	-19%
CCOC(=O)c1cc(-c2cc3ccccc3o2)n[nH]1
→ -3%	-3%	8%	-2%[12.7 µM]	-7%	-7%	-17%	-1%	-3%
CC1(c2ccccc2)NC(=O)N(CC(=O)Nc2nnc(C3CC3)s2)C1=O (stereo unspecified)
→ -1%	-6%	10%	19%	3%	-1%	2%	-3%	-16%
N#C/C(=C/c1ccc(N2CCOCC2)o1)c1nc2ccccc2[nH]1
→ -20%	-7%	8%	8.9µM*	?	?	?	?	?
O=C(/C=C/c1ccccc1)NCc1cccnc1
→ -11%	19%	157%[activator]	4%	-15%	-6%	-4%	-7%	-2%
CCCCNC(=O)c1onc(CSc2ccc(F)c(F)c2)c1C(=O)O
→ -3%	-5%	10%	-11%[59 µM]	-4%	-13%	-6%	0%	0%

As entered above.
JMJD2A Tudor inh result of `O=C(NCCN1CCOCC1)C(=O)NCC1CCCO1` (stereo unspecified) reads -4%
Pol iota inh result of `COC(=O)[C@@]1(C)[C@H]2C(=O)N(C)C(=O)[C@H]2[C@H]2CN=C(SCc3ccc(Cl)cc3)N21` reads -16%
BLM helicase inh result of `COc1cccc(-n2c(-c3cccc(S(=O)(=O)N(C)C)c3)n[nH]c2=S)c1` reads 1%
Pol beta inh result of `CS(=O)(=O)Nc1cccc(C2=NN(C(=O)c3ccc(F)cc3)C(c3cccs3)C2)c1` (stereo unspecified) reads 24%
Pol eta inh result of `O=C(/C=C/c1ccccc1)NCc1cccnc1` reads -2%
POLK inh result of `N#C/C(=C/c1ccc(N2CCOCC2)o1)c1nc2ccccc2[nH]1` reads -20%

3 neighbouring records from above:
Results follow in this order: POLK inh	APE1 inh	Pol iota inh	G9a inh	BAZ2B inh	JMJD2A Tudor inh	Pol beta inh	BLM helicase inh	Pol eta inh
CS(=O)(=O)Nc1cccc(C2=NN(C(=O)c3ccc(F)cc3)C(c3cccs3)C2)c1 (stereo unspecified)
→ -14%	-12%	6%	12%	?	-20%	24%	-12%	-10%
O=C(NCCN1CCOCC1)C(=O)NCC1CCCO1 (stereo unspecified)
→ -17%	-1%	41%[activator]	55%[activator][59 µM]	36%[activator]	-4%	25%	-5%	-15%
Cc1cnc(N=Nc2ccccc2)[nH]1
→ -4%	nt	-5%	nt	nt	?	nt	nt	-16%

Source: PubChem BioAssay (National Center for Advancing Translational Sciences (NCATS))
